LYP inh 2: blocks human PTPN22 phosphatase activity | recombinant LYP catalytic domain, DiFMUP fluorescence | inhibition, % at 2 µM | Q9Y2R2 | 96,000 tested, 0.21% active | AID 640;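 active = inhibition at 2 µM at or above a set limit, the screen mean plus 3 SD, cut at about 24% in these data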;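 note: 0% = DMSO with enzyme and 100% = enzyme fully blocked by orthovanadate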
Target sequence (Q9Y2R2 whole entry, looked up, the tested form may be a part): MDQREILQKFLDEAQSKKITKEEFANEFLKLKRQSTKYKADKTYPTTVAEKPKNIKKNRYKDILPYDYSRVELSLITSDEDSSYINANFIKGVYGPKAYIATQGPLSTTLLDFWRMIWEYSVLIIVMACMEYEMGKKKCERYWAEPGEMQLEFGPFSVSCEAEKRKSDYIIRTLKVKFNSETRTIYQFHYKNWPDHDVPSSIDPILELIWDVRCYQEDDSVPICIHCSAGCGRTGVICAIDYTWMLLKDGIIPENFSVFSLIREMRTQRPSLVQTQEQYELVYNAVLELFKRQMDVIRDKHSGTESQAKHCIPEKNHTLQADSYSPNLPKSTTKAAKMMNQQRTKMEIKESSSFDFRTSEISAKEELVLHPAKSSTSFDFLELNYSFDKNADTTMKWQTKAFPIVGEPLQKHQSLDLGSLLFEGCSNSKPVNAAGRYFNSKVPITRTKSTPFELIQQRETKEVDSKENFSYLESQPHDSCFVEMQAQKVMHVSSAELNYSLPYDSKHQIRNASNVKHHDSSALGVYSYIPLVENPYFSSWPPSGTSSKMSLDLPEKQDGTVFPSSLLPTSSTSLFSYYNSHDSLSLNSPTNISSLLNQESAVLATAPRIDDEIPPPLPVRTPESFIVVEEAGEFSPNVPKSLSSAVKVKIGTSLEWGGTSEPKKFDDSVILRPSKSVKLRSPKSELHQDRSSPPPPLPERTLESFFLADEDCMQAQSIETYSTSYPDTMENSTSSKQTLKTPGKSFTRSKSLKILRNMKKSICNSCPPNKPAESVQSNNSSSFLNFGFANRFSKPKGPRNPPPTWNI
FAK inh: inhibitors of human focal adhesion kinase | biochemical FAK kinase activity assay | AID 727 | inhibition, %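 (tested at 7 µM)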 | 97,000 tested, 0.84% active | Q05397; in the data active = inhibition above about 19%;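 note: 0% = DMSO and 100% = reference compound high control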
cytoskel mod: modifiers of cytoskeleton assembly | AID 836 | 91,000 tested, 0.18% active | HUVEC TNFa F-actin phalloidin imaging, high content | inhibition, % at 2 µM;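 active = inhibition above the batch mean plus 3 SD and confirmed as a hit by visual image inspection, cut at about 30% in these data, passing the limit was not always enough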; note: strong numbers were not always called active
PLK1 PBD inh: Plk1 (human) PBD binding inhibition. P53350. AID 693. Plk1 PBD phosphopeptide binding, fluorescence polarization. inhibition, %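 (tested at about 20 µM)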. 97,000 tested, 0.13% active; in the data active = inhibition above about 34%, passing the limit was not always enough
EphB4 ephrin blk: EphB4-ephrin-B2 interaction antagonism; P54760; EphB4 LBD / TNYL-RAW-Alexa532 peptide, fluorescence polarization; inhibition, % at 7 µM; 97,000 tested, 0.15% active;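 active = inhibition above the screen-wide mean inhibition plus 3 SD, cut at about 15% in these data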;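 note: 0% = DMSO wells and 100% = excess unlabeled TNYL-RAW peptide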
PLK1 inh: PLK1 (human) kinase inhibition | P53350 | recombinant PLK1 kinase, TR-FRET peptide phosphorylation | inhibition, % at 10 µM | 97,000 tested, 0.53% active;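 active = inhibition of 50% or more in the single-concentration screen; inactive = inhibition below 50%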;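 note: 0% = DMSO max control and 100% = H-89 dihydrochloride min control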
LYP act: activators of human LYP (PTPN22) phosphatase | 96,000 tested, 0.11% active | Q9Y2R2 | recombinant LYP, DiFMUP fluorescence; 0 = plate median, 100 = signal doubled | activation, % at 2 µM;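 active = activation at 2 µM above a set limit, the mean plus 5 SD, cut at about 37% in these data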
Pyk2 oligo antag: blocks oligomerization of human Pyk2 in cells. Q14289. Q293 cells, Pyk2 FERM NanoBiT luminescence; stronger effect = lower value. z-score (the deposit names both 25 µM and 10 µM). 99,000 tested, 0.83% active. AID 1347419;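 active = Z-score of -3 or lower, scaled per plate to the spread of control and sample wells; inactive = z-score above -3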;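 note: negative z-score means lost luminescence so less FERM oligomerization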
Rev-RRE block: disrupts HIV-1 Rev binding to RRE RNA. 97,000 tested, 0.79% active. Rev peptide-RRE RNA binding, FRET. P05866. inhibition, % at 8 µM;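 active = inhibition above the screen-wide mean plus 3 SD, cut at about 35% in these data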;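 note: 0% = median DMSO wells and 100% = median Neomycin B control wells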
Target sequence (P05866 whole entry, looked up): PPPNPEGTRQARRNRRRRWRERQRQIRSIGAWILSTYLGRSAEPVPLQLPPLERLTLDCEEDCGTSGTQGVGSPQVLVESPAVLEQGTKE
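Probe or stimulus: fluorescein-Rev peptide as binding partner; assay system: Cy5-tagged RRE RNA duplex with fluorescein-tagged Rev peptide; timing: 5 min compound–RNA preincubation, then 15 min with peptide, 25 °C; medium: HEPES pH 7.5 buffer with KCl, MgCl2, NaCl and EDTA; signal: fluorescein-to-Cy5 FRET, 480 nm excitation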
Starred values were filed as active, the others as inactive; x = not tested or not shown. Rows were taken by chance. Share with any hit: about 3.5%.

Results follow in this order: LYP inh 2	FAK inh	cytoskel mod	PLK1 PBD inh	EphB4 ephrin blk	PLK1 inh	LYP act	Pyk2 oligo antag	Rev-RRE block
ONC(=Nc1ccc(Cl)cc1)c1ccccc1
  x	3	x	17	1	-17	x	-0.73	6
Cc1nc2scc(-c3cccs3)c2c(=O)o1
  0	5	18	-5	4	-4	-2	1.3	7
CSc1ccc(C2Nc3ccccc3-c3cc(C)nn32)cc1 (stereo not given)
  0	5	57	-7	3	0	-2	-1.1	10
CSc1nc2sc3c(c2c(=O)[nH]1)CCCC3
  -5	-1	38	-11	-3	-15	2	-0.55	4
COc1ccc(OC)c(N=c2oc3cc(O)ccc3cc2C(N)=O)c1
  -5	3	-20	12	1	-5	4	-1.8	14
Cc1cc(-c2ccccc2)n2nc(C)c(-c3ccccc3)c2n1
  -8	3	-4	-24	0	-12	11	-0.2	8
O=C(O)CSC(C(=O)Nc1ccc(C(F)(F)F)cc1)c1ccccc1 (stereo not given)
  -4	5	-1	-13	3	-11	5	-0.82	8
COc1ccc(N=Nc2cnc(C)nc2-c2ccccc2)cc1
  6	4	-6	-19	4	-3	-2	-1.2	14
CSc1nc(NC(C)(C)C)nc(N2CCOCC2)n1
  -2	-1	-37	8	-1	-10	1	-0.18	4
O=C(O)c1cccc(NS(=O)(=O)c2cccc3cccnc23)c1
  -18	4	3	-2	-3	-14	17	x	1
O=C(CSc1ccccn1)N1CCN(c2ccc(Cl)cc2)CC1
  -6	0	-8	-14	0	-8	6	0.07	11
NC(=O)C1(N2CCCCC2)CCN(c2nc(-c3ccc(Br)cc3)cs2)CC1
  -6	6	-7	11	2	-10	10	0.72	-8
CCOC(=O)C1CCCN(c2cc(C)nc3cc(-c4ccc(Cl)cc4)nn23)C1 (stereo not given)
  7	0	6	-19	3	-12	-6	-0.77	5
COc1ccc(CCNC(=O)CN2CCN(c3ccccc3Cl)CC2)cc1
  -3	1	-5	-11	2	-4	6	0.46	7
COc1cc(C(=O)N(Cc2cccnc2)Cc2cc3cc4c(cc3[nH]c2=O)OCCO4)cc(OC)c1OC
  -2	2	-4	-11	4	-5	7	0.48	8
COc1cccc(N2C(=O)C(CC(=O)Nc3ccc(F)cc3)N(C3CCCCC3)C2=O)c1 (stereo not given)
  2	1	13	4	2	-16	-3	-2.2	10
COc1ccc(C)c2sc(NC(=O)C3=COCCO3)nc12
  1	4	-11	-11	1	-19	-1	x	7
CC(C)CC(C(=O)O)C(C)CC(=O)Nc1ccn(-c2ccccc2)n1 (stereo not given)
  5	-3	5	18	-3	-12	-1	-0.46	1
O=C(COc1ccc2ccccc2c1CN1CCOCC1)N1CCc2ccccc21
  -5	5	-13	3	5	-10	2	-0.12	8
CCSCCNC(=O)c1cncc(Br)c1
  2	3	6	5	3	-4	-4	-0.3	5
COc1cc(C(=O)NCc2ccco2)cc(OC)c1OC
  -18	0	1	10	0	-3	23	-0.85	5
O=C(NCc1ccc2c(c1)OCO2)c1ccc(-n2cnnn2)cc1
  -13	1	10	-11	-1	-22	10	1	-2
CCOc1ccc(N2CSC3=C(C#N)C(c4ccco4)CC(=O)N3C2)cc1 (stereo not given)
  11	-1	11	-23	-2	-2	-10	0.38	6
CCN(CC)CCn1c(=S)[nH]c2ncccc2c1=O
  3	1	-7	-7	-3	-6	-1	0.78	7
O=C(NCc1cccnc1)/C(=C/c1ccc(-c2cccc(Cl)c2)o1)S(=O)(=O)c1ccccc1
  4	-6	19	-10	-4	-13	-1	1.8	7
COc1ccc(CC(=O)Nc2ccc(-c3noc(-c4ccc(Cl)cc4)n3)cc2)cc1
  -1	17	16	-8	2	-7	-1	0.39	15
Cc1ccc(SCCNC(=O)c2ccccc2)cc1
  4	-1	15	-27	-6	-13	-2	-0.26	1
O=C(c1ccccc1)N1CCN(C(=O)C23CC4CC(CC(C4)C2)C3)CC1
  -2	-1	13	-8	-1	-30	1	0.09	2
Cc1ccc(Nc2ccc([N+](=O)[O-])nc2[N+](=O)[O-])cc1
  -7	-2	-8	-13	2	-11	5	0.26	5
Cc1ccc[n+](CC(=O)Nc2ccc([N+](=O)[O-])cc2Cl)c1
  x	6	x	-20	4	-5	x	1.1	2

Seven entries picked at random from those above:
Results follow in this order: LYP inh 2	FAK inh	cytoskel mod	PLK1 PBD inh	EphB4 ephrin blk	PLK1 inh	LYP act	Pyk2 oligo antag	Rev-RRE block
CCSCCNC(=O)c1cncc(Br)c1
  2	3	6	5	3	-4	-4	-0.3	5
COc1cc(C(=O)NCc2ccco2)cc(OC)c1OC
  -18	0	1	10	0	-3	23	-0.85	5
O=C(c1ccccc1)N1CCN(C(=O)C23CC4CC(CC(C4)C2)C3)CC1
  -2	-1	13	-8	-1	-30	1	0.09	2
CSc1nc(NC(C)(C)C)nc(N2CCOCC2)n1
  -2	-1	-37	8	-1	-10	1	-0.18	4
COc1ccc(CC(=O)Nc2ccc(-c3noc(-c4ccc(Cl)cc4)n3)cc2)cc1
  -1	17	16	-8	2	-7	-1	0.39	15
COc1ccc(CCNC(=O)CN2CCN(c3ccccc3Cl)CC2)cc1
  -3	1	-5	-11	2	-4	6	0.46	7
COc1ccc(OC)c(N=c2oc3cc(O)ccc3cc2C(N)=O)c1
  -5	3	-20	12	1	-5	4	-1.8	14

Next section:
Results follow in this order: LYP inh 2	FAK inh	cytoskel mod	PLK1 PBD inh	EphB4 ephrin blk	PLK1 inh	LYP act	Pyk2 oligo antag	Rev-RRE block
COc1ccccc1OCC(=O)NCC1CCCCC1
  4	1	3	12	-2	-6	-7	-0.66	0
CCCCCCn1c(N2CCN(c3cccc(Cl)c3)CC2)nc2c1c(=O)[nH]c(=O)n2C
  11	2	-23	-7	-2	-10	-11	-0.76	-2
Cc1ccc(S(=O)(=O)NNC(=O)C2Cc3c(ccc4ccccc34)O2)cc1 (stereo not given)
  0	3	28	-12	-1	-11	2	1.4	11
Cc1csc(NC(=O)Cn2cnnn2)n1
  -5	-3	10	-15	-1	-21	6	-1.7	4
O=C(Nc1ccc(F)cc1)N(Cc1ccco1)Cc1cc2cc3c(cc2[nH]c1=O)OCO3
  -3	0	-10	19	2	-7	-1	0.42	37*
CC1(C)Cn2c(nnc2-c2cccc(O)c2)S1
  5	1	-1	9	-3	-9	-6	0.47	6
Nc1nonc1NC(=O)CSc1nc2ccccc2s1
  5	-1	-6	22	-3	2	-1	2.2	5
CCn1c(=S)[nH]c2cc(C(=O)OC)ccc2c1=O
  7	-1	-2	-25	3	-5	-7	0.4	4
CCCC(=O)Nc1ccccc1-c1nnn(CC(=O)Nc2ccc(OC)cc2)n1
  6	-3	-20	2	4	-6	-3	-0.51	-3
CC1CN/C(=C\C(=O)c2ccc(Cl)cc2)C(=O)N1 (stereo not given)
  2	6	12	8	5	1	-2	1.1	12
O=C(O)C1CC(=O)N(CCc2c[nH]c3ccccc23)C1 (stereo not given)
  -5	-1	-2	19	-8	10	6	0.35	2
COc1ccc(C(F)(F)F)cc1NC(=O)c1nc2nc(C)cc(C(F)F)n2n1
  1	1	0	-19	-1	-7	-1	0.74	9
O=c1c2ccccc2ncn1-c1cccc(Cl)c1
  -13	1	-8	1	7	-6	14	-0.2	7
Cc1onc(-c2ccccc2)c1C(N)=O
  -8	-3	-15	-1	-6	3	6	0.14	5
O=c1c(-c2nnc(SCc3ccc(Cl)cc3Cl)o2)cccn1Cc1ccccc1
  25*	2	8	-7	7	-9	-23	-1.6	1
CCOC(=O)c1c(C)[nH]c(C(=O)OCC(=O)N2CC(C)OC(C)C2)c1C (stereo not given)
  -6	2	x	2	-2	5	2	0.81	-1
COc1ccc(C)c2sc(=NC(=O)c3ccccc3)n(C)c12
  7	1	3	6	2	-27	-8	x	13
CC1(C)CC(=O)C(C=NCCO)=C(O)C1
  -9	-2	x	10	0	-10	7	0.15	6
O=C1CCOc2cc(OCc3ccccc3)ccc21
  8	4	15	-5	3	-8	-7	-0.03	0
Cc1cc(C)cc(N(C(C)C(=O)NCCC2=CCCCC2)S(C)(=O)=O)c1 (stereo not given)
  1	0	-3	-7	4	-8	-1	-1.4	1
CCN1C(=O)c2cccc3c(NC(=O)c4cccc(N5C(=O)CCC5=O)c4)ccc1c23
  -12	-7	-25	-11	3	0	8	0.59	16
CCN(CC)C(=O)CN(c1ccc(F)c(Cl)c1)S(C)(=O)=O
  -1	4	-13	-25	6	-15	-4	-0.18	4
CCOc1ccc(-c2nnc3sc(COc4ccc(C)cc4)nn23)cc1
  13	-2	9	-23	1	2	-15	-0.43	15
COc1ccc(-n2c(Cc3cccn3C)nnc2SCC(=O)Nc2ccccc2C)cc1
  3	0	1	-12	0	-11	-5	x	-3
COc1ccccc1C(=O)N1CCN=C1SC
  -5	0	11	-6	3	-11	4	0.05	2
Cc1ccnc(NC(=O)COc2ccc3oc4c(c3c2)CCCC4)c1
  1	-5	-7	-31	-3	-7	1	-1	-5
Cc1ccc(C)n1-c1cc(S(=O)(=O)N2CCOCC2)ccc1N1CCCC1
  5	2	-34	4	-6	-10	-8	-0.43	0
CCCC(=O)NCCCc1nc2ccccc2n1CCC
  -12	-2	5	-9	7	4	9	0.88	9
CC(=O)c1cccc(NC(=O)C2CCN(S(=O)(=O)c3cccs3)CC2)c1
  -14	0	x	-32	1	-8	9	0.55	8
Cc1ccc(-n2c(SCC(=O)N3CCOCC3)nnc2-c2cccnc2)cc1
  -6	9	25	-23	2	-6	5	0.11	10

Rev-RRE block, hit marks shown above
Results follow in this order: LYP inh 2	FAK inh	cytoskel mod	PLK1 PBD inh	EphB4 ephrin blk	PLK1 inh	LYP act	Pyk2 oligo antag	Rev-RRE block
O=C(Nc1ccc(F)cc1)N(Cc1ccco1)Cc1cc2cc3c(cc2[nH]c1=O)OCO3
  -3	0	-10	19	2	-7	-1	0.42	37*

(listing goes on)
Results follow in this order: LYP inh 2	FAK inh	cytoskel mod	PLK1 PBD inh	EphB4 ephrin blk	PLK1 inh	LYP act	Pyk2 oligo antag	Rev-RRE block
O=C1COc2ccc(C(=O)CSc3nnc(Cc4cccs4)n3-c3ccc(Cl)cc3)cc2N1
  -2	-6	6	-10	5	-6	-2	0.14	-2
COc1cc(-c2nc(S(=O)(=O)c3ccc(C)cc3)c(N(C)C)o2)cc(OC)c1OC
  6	4	x	-3	11	-3	-3	0.91	10
Cc1sc2nc(CN(C(=O)NC3CCCCC3)C3CCCC3)[nH]c(=O)c2c1C
  -2	0	2	-21	-2	-13	2	-2	5
Cc1ccccc1NC(=O)CSCC(=O)Nc1ccccc1C
  -14	1	6	-3	0	-7	14	0.62	0
CCCOc1ccc([C@@H]2C3CN(C(=O)OCC)CC=C3C(C#N)=C(N)C2(C#N)C#N)cc1OC (stereo not given in full)
  4	-2	5	-22	-3	-5	-1	1.1	18
